Compound activity deposited in PubChem by National Center for Advancing Translational Sciences (NCATS).
Integrin act MD: activates integrin-mediated alleviation for muscular dystrophy; alpha7betagal myoblasts, beta-gal FDG fluorescence, 48 h; Potency, µM (top dose mostly 38.3 µM), without a hit: at the top dose activation, usual class: activators; 350,000 compounds, 0.064% hits; AID 624291;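 further: potency means the concentration at half of the fitted maximal effect; 100% = response of the positive control SU9516; nearly all actives have a fitted effect of over 60% in size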
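alpha7betagal+/- myoblasts (passage 13, 250/well) treated 48 h at 37C with compounds at 1:260 dilution of DMSO stock. Lysed, then beta-galactosidase activity read as FDG fluorescence (ex 480/em 540) after 30 min, with pre-read for autofluorescence.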
PTAP TSG101 blk: blocks PTAP/TSG101 interaction to inhibit HIV-1 budding | AID 493005 | Q99816 | 340,000 tested, under 10 active | Fluorescence polarization, FITC-PTAP peptide / Tsg101 binding | Potency, µM (doses to about 115 µM), for inactives: top-dose activity change, negative = inhibition, actives largely listed as inhibitors; active means well fitted inhibition curve with a large enough effect in the main read-out, with a control signal flat, not every such curve was filed as active; inconclusive means small, poorly fitted or top-dose-only effect, or effect the other way, or a change in a side signal; inactive means no such curve, though single readings can be large or run the other way; further: potency means the concentration at half of the fitted maximal effect; % of control where 0% means no effect
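Steps: Tsg101 binding domain dispensed (10 uM final), compounds pinned in DMSO, FITC-labeled PTAP-motif peptide added (50 nM final); after 20 min binding at room temperature, polarization measured.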
Tb PFK inh: blocks T. brucei phosphofructokinase; O15648; T. brucei PFK, ADP-Glo luminescence; Potency, µM (highest dose often 57.5 µM), for inactives: top-dose activity, negative = inhibition, hits mostly inhibitors; 330,000 compounds, 0.17% hits;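 further: potency means the concentration at half of the fitted maximal effect; 0% = uninhibited 1x PFK enzyme wells and -100% = no-enzyme wells; nearly all actives have a fitted effect of over 60% in size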
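1.25 nM PFK with 0.5 mM F6P and 0.1 mM ATP in 0.1 M TEA pH 8.0, 5 mM MgCl2, incubated 45 min at room temperature; ADP measured by ADP-Glo luminescence; compounds titrated up to 57 uM.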
FBPA coupling cs: counter-screen for Giardia aldolase inhibitors: coupling enzyme system; coupling enzyme system counterscreen, AmpLite Red fluorescence; activity change, negative = inhibition, % at 58.2 µM, hits read low; 290,000 compounds, 0.67% hits; AID 2472; in the data active means activity change below about -30%; further: on the % scale 0 is the no-effect control and ±100 the full control effect
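Counterscreen lacking aldolase: glyceraldehyde-3-phosphate coupling-enzyme reagent preincubated 10 min at RT with compound (at 57.5 uM final), then substrate/coupling system with AmpLite Red added; fluorescence read at 525/598 nm after 20 min RT.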
PKM2 act: activators of human pyruvate kinase M2 | Potency, µM (top dose mostly 57.5 µM), without a hit: top-dose activation, usual class: activators | 260,000 compounds, 0.34% hits | P14618 | purified PKM2, Kinase-Glo ATP luminescence, activation; response scale: 0% is enzyme alone, no compound; further: potency means the concentration at half of the fitted maximal effect; on the % scale 0 is the no-effect control and ±100 the full control effect; nearly all actives have a fitted effect of over 55% in size
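Purified hPK-M2 (>95% pure) converted ADP (0.1 mM final) to ATP with 0.5 mM PEP in 50 mM imidazole pH7.2, KCl, MgCl2, Tween 20, BSA; 1 h at room temperature. ATP detected by Kinase-Glo luminescence.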
Menin-MLL TR inh: menin-MLL binding inhibition, Texas Red mutant peptide | O00255 | Menin + Texas Red MLL mutant peptide, fluorescence polarization | Potency, µM (top dose mostly 61.6 µM), inactives show at the top dose FP activity change, negative = inhibition, hits mostly inhibitors | 270,000 compounds, 0.23% hits; active means well fitted inhibition curve with a large enough effect in the polarisation, with a control signal flat, not every such curve was filed as active; inconclusive means small, poorly fitted or top-dose-only effect, or effect the other way, or a change in a side signal; inactive means no such curve, though single readings can be large or run the other way; the % refers to the polarisation; further: potency means the concentration at half of the fitted maximal effect; % of control where 0% means no effect; many of its hits are not listed in these tables
Giardia kill: Giardia lamblia killing | Giardia lamblia trophozoite viability | activity change, % at 7.66 µM, hits read low | 340,000 compounds, 0.15% hits | AID 540267; in the data active means activity change below about -80%; inconclusive means between about -30% and that limit;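 further: parasites exposed to compound for two days anaerobically before the ATP read; on the % scale 0 is the no-effect control and ±100 the full control effect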
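Luminescent ATP signal served as the viability read-out, measured 15-30 min after adding ATP detection reagent to trophozoites that had been incubated with compounds for 48 hrs at 37 deg C anaerobically at 100 cells/well.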
ASM inhibitor: human S-ASM enzyme inhibition | 340,000 compounds, 0.006% hits | Potency, µM (titrated, usually from 57.5 µM), for inactives: at the highest dose activity change, negative = inhibition, most hits filed as inhibitors | placental ASM, HMU-PC fluorogenic substrate, 60 min | AID 504937; further: potency means the concentration at half of the fitted maximal effect
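Fluorescence read-out (Ex 386 nm, Em 447 nm) after stopping the reaction at pH 10. Enzyme: ASM from human placenta; substrate HMU-PC0, 9 uM final; 60 min, 37 °C. Compound preincubation 10 min, ambient temperature.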
GALK inh: galactokinase (human) inhibition; P51570; Purified GALK, Kinase-Glo residual ATP luminescence; Potency, µM (series often up to 57.5 µM), inactives show at the highest dose activity change, negative = inhibition, most hits filed as inhibitors; 270,000 compounds, 0.007% hits; AID 1868; further: potency means the concentration at half of the fitted maximal effect; on the % scale 0 is the no-effect control and ±100 the full control effect
Target sequence (P51570 whole entry, looked up): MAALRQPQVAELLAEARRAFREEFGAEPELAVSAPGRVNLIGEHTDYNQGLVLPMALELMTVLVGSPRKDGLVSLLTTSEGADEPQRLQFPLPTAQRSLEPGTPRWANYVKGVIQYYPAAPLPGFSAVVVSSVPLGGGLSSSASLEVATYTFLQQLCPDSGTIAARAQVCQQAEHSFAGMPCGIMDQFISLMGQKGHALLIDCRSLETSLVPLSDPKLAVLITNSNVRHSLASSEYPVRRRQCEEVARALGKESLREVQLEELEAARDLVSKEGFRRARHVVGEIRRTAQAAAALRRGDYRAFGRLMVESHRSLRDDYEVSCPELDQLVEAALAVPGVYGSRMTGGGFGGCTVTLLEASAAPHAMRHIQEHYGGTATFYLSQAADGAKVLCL
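Kinase-Glo Plus luminescence measured ATP left after a 1 h room-temperature reaction. The reaction used 5 nM GALK, 100 uM galactose and 35 uM ATP at pH 8.0 (20 mM HEPES, 5 mM MgCl2, 60 mM NaCl, 1 mM DTT, 0.01% BSA).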
B2AR arrestin: beta2AR (human) beta-arrestin recruitment activity; P07550; beta-arrestin recruitment to beta2AR, cell-based reporter; Potency, µM (top dose mostly 46.1 µM), inactives show top-dose activation, hits mostly activators; 330,000 compounds, 0.02% hits;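 further: potency means the concentration at half of the fitted maximal effect; 0% = DMSO controls and full agonism = EC100 isoproterenol or metaproterenol; nearly all actives have a fitted effect of over 65% in size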
Target sequence (P07550 whole entry, looked up): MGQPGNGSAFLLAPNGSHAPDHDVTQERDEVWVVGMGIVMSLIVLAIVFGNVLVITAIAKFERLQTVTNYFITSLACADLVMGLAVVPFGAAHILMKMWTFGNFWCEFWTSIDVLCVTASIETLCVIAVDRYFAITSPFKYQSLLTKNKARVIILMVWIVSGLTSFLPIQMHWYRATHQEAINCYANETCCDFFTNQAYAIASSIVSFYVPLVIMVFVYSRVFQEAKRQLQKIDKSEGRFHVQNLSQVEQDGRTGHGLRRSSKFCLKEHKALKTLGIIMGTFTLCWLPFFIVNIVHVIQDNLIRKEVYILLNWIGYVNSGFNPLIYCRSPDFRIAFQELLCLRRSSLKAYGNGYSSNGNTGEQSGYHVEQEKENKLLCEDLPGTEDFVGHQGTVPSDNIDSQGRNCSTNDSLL
BCR signal inh: chronic active BCR signaling inhibition; 340,000 compounds, 0.05% hits; ABC-DLBCL IkBa-CBG/CBR reporter, luminescence ratio, 4 h; Potency, µM (series often up to 46.1 µM), inactives show at the top dose ratio change, negative = lower green/red ratio, most hits filed as inhibitors; active means well fitted inhibition curve with a large enough effect in the signal ratio, with a control signal flat, not every such curve was filed as active; inconclusive means small, poorly fitted or top-dose-only effect, or effect the other way, or a change in a side signal; the % refers to the signal ratio;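 further: potency means the concentration at half of the fitted maximal effect; plate controls were basal doxycycline-induced cells for no effect and cells given 10 µM MG132 for full effect; MG132 reads +100%, hits lower the ratio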
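Doxycycline induced both beetle luciferases in TMD8 lymphoma cells; IKK-driven degradation limits the IkappaBalpha-fused green signal, while red luminescence normalises for cell number and nonspecific effects. Compounds tested up to 46 uM, 4 hrs.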
* hit, by the source's call; i = inactive; u = inconclusive; x = no result given; [ ] = another dose, or the depositor's remark. Unless noted, the call rests on the fitted dose curve; in most records, active means well fitted curve in the direction sought with a large enough effect; inconclusive means small, poorly fitted or top-dose-only effect, or another doubt; inactive means no such curve, though single readings can be large; an effect the other way counts as inactive or inconclusive. Some of the compounds tested; count on the stated rates, not on these rows.

SMILES	Integrin act MD	PTAP TSG101 blk	Tb PFK inh	FBPA coupling cs	PKM2 act	Menin-MLL TR inh	Giardia kill	ASM inhibitor	GALK inh	B2AR arrestin	BCR signal inh
O=C(NCCCN1CCCC1)[C@H](CSCc1ccccc1)N1Cc2ccccc2C1=O	-47.3%[inhibitor]	2.6%	1.6%	-1.6	0.4%	x	3.8	5.9%	4.8%	0.1%	0.3%
CC1(C)Cc2cccc(OCC(=O)OCC(=O)Nc3cccc(S(N)(=O)=O)c3)c2O1	u	-1.3%	2.0%	-1.6	-6.1%	x	-7.9	-1.0%	1.2%	3.3%	2.1%
Cc1ccc(S(=O)(=O)N2CCOCC2)cc1C(=O)Nc1nc2ccccc2[nH]1	-5.1%	-0.8%	-8.5%	-3.4	5.6%	-0.3%	19.2	2.2%	-1.5%	-0.9%	4.2%
CCN(CC)c1ccc(/C=N/NC(=S)NCc2ccc(OC)cc2)cc1	14.0%	0.2%	-1.6%	2.0	-0.3%	u	-9.6	i	1.9%	-0.5%	u
O=C(Cn1nnc(-c2ccc(Cl)cc2)n1)N1CCN(C(=O)c2ccco2)CC1	u	-3.9%	-0.2%	x	x	x	2.8	-1.6%	x	-0.3%	-0.6%
CC(C)C1Nc2ccc(C(=O)NC3CCCCC3)cc2NC1=O (stereo not drawn)	16.3%	-3.3%	-3.2%	1.6	-6.9%	-4.9%	-4.7	-7.2%	17.3%	0.3%	u
Cc1ccc(S(=O)(=O)NCCC(=O)NCC(c2ccc(F)cc2)N2CCOCC2)cc1 (stereo not drawn)	6.1%	-2.3%	-4.7%	x	x	x	-26.5	7.6%	x	-0.6%	-2.4%
COc1ccc(C(=O)NNC(=O)C(NC(=O)c2cc(OC)cc(OC)c2)C(C)C)cc1 (stereo not drawn)	-15.9%	-0.6%	-8.1%	x	x	x	12.3	-3.1%	x	0.1%	-4.6%
CCOc1ccc2nc(SCc3ccc(C(=O)OC)o3)[nH]c2c1	-3.0%	-5.9%	-1.5%	-1.2	-3.2%	7.4%	12.3	-2.4%	-0.1%	-0.2%	u
Fc1cnc(N2CCOCC2)nc1NCc1ccccc1	0.0%	-4.0%	-4.0%	-3.0	-3.3%	-9.3%	-14.0	0.2%	-0.1%	-0.5%	-6.1%

Look-ups from the results shown.
Under Tb PFK inh, `O=C(Cn1nnc(-c2ccc(Cl)cc2)n1)N1CCN(C(=O)c2ccco2)CC1` shows -0.2%
Under ASM inhibitor, `Cc1ccc(S(=O)(=O)N2CCOCC2)cc1C(=O)Nc1nc2ccccc2[nH]1` shows 2.2%

An excerpt of these results, with bars between the fields.
SMILES | Integrin act MD | PTAP TSG101 blk | Tb PFK inh | FBPA coupling cs | PKM2 act | Menin-MLL TR inh | Giardia kill | ASM inhibitor | GALK inh | B2AR arrestin | BCR signal inh
O=C(Cn1nnc(-c2ccc(Cl)cc2)n1)N1CCN(C(=O)c2ccco2)CC1 | u | -3.9% | -0.2% | x | x | x | 2.8 | -1.6% | x | -0.3% | -0.6%
CCN(CC)c1ccc(/C=N/NC(=S)NCc2ccc(OC)cc2)cc1 | 14.0% | 0.2% | -1.6% | 2.0 | -0.3% | u | -9.6 | i | 1.9% | -0.5% | u

The listing continues.
SMILES	Integrin act MD	PTAP TSG101 blk	Tb PFK inh	FBPA coupling cs	PKM2 act	Menin-MLL TR inh	Giardia kill	ASM inhibitor	GALK inh	B2AR arrestin	BCR signal inh
CCN(CC)S(=O)(=O)c1cc(Br)c(C)cc1OC	2.0%	-2.8%	-2.6%	-1.2	1.4%	-24.7%	22.4	1.3%	-0.6%	-0.1%	u
O=S(=O)(c1cccc2nsnc12)N1CCCCC1	0.0%	-3.5%	0.4%	0.3	x	-0.1%	6.0	-5.8%	-2.3%	0.0%	-4.2%
CCOC(=O)c1c2ccccc2[n+]([O-])n1[C@@H](C)C(N)=O	20.2%	-0.9%	0.0%	x	x	x	-7.4	-5.8%	x	-0.6%	-5.5%
O=C(NCc1cccc(Cl)c1)c1cc(=O)[nH]c2ccccc12	8.3%	-4.0%	1.1%	-2.7	-10.7%	-10.3%	-2.3	2.9%	-0.4%	0.6%	u
CCn1c(SCC(=O)Nc2cc(C)ccc2C)nnc1-c1cnccn1	5.1%	-5.2%	-3.5%	-6.4	-0.3%	-0.5%	4.5	0.9%	0.6%	-0.8%	u
O=C(Cn1nnc(-c2ccc3c(c2)OCO3)n1)Nc1ccccc1C(=O)O	-1.3%	-1.6%	-0.2%	x	-17.8%	x	-7.9	5.0%	-2.1%	-1.0%	u
O=C(CN1CCN(c2ccccc2O)CC1)Nc1cccnc1Cl	18.3%	0.3%	-4.3%	1.6	0.3%	-8.3%	3.9	-3.8%	15.6%	0.0%	-17.0%

Ordered by the number under Integrin act MD (high to low): some entries from above
SMILES	Integrin act MD	PTAP TSG101 blk	Tb PFK inh	PKM2 act	Menin-MLL TR inh	ASM inhibitor	GALK inh	B2AR arrestin
CCOC(=O)c1c2ccccc2[n+]([O-])n1[C@@H](C)C(N)=O	20.2%	-0.9%	0.0%	x	x	-5.8%	x	-0.6%
O=C(NCc1cccc(Cl)c1)c1cc(=O)[nH]c2ccccc12	8.3%	-4.0%	1.1%	-10.7%	-10.3%	2.9%	-0.4%	0.6%
CCN(CC)S(=O)(=O)c1cc(Br)c(C)cc1OC	2.0%	-2.8%	-2.6%	1.4%	-24.7%	1.3%	-0.6%	-0.1%
